GCN5L2 inh: blocks human GCN5L2 histone acetyltransferase; Potency, µM (doses to about 58.9 µM), inactives show at the top dose activity change, negative = inhibition, most hits filed as inhibitors; AID 504327; actives 0.21% (n = 390,000); GCN5L2 HAT assay, ThioGlo1 CoA-SH fluorescence; Q92830
Target sequence (Q92830 whole entry, looked up): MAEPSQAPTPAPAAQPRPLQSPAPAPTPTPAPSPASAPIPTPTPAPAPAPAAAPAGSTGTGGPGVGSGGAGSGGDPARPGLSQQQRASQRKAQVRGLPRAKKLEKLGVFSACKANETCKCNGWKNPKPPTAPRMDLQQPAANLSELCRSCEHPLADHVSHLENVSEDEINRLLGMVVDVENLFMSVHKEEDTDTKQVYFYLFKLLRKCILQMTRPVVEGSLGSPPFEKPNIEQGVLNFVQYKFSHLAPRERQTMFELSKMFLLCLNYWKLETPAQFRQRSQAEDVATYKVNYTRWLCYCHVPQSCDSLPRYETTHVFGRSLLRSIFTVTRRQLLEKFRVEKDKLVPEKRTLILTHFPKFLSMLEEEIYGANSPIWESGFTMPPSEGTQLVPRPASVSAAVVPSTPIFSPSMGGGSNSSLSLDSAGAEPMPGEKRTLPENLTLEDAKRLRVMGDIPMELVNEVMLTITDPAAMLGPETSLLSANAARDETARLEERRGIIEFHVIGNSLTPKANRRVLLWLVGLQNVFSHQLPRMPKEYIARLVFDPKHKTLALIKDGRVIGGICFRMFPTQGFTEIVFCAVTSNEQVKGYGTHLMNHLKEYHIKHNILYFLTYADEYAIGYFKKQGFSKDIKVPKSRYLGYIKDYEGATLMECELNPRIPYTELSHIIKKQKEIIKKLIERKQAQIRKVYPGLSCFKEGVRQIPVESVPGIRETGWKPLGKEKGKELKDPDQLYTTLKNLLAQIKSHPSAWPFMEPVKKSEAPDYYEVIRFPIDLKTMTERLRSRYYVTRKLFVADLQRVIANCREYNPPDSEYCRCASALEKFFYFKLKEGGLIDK
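Compounds, pin-transferred from DMSO stocks, meet 20nM GCN5L2 for 15 min before the reaction begins with H3(1-25) peptide (75uM) and acetyl-CoA (70uM). Thiol-reactive ThioGlo1 reports CoA release over 20 min at room temperature.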
FEN1 inhibitor: inhibitors of human flap endonuclease 1; Recombinant FEN1 flap cleavage, fluorescence, 15 min; Potency, µM (highest dose often 114 µM), for the others: at the highest dose activity change, negative = inhibition, usual class: inhibitors; AID 588795; P39748; actives 0.35% (n = 390,000); also: nearly all actives have a fitted effect of over 65% in size
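Enzyme 10 nM, 15 min RT preincubation with compound; start with substrate 50 nM final; reads at 0 and 15 min; qHTS titration, four-parameter Hill fit.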
TDP1 cell CPT: growth inhibition of DT40 Tdp1-/-;hTDP1 cells with camptothecin (screen for TDP1 inhibitors); chicken DT40 Tdp1-/-;hTDP1 cells + 20 nM CPT, ATP luminescence, 48 h; Potency, µM (titrated, usually from 46.2 µM), without a hit: at the highest dose activity change, negative = growth inhibition, usual class: inhibitors; actives 12% (n = 420,000); also: nearly all actives have a fitted effect of over 55% in size
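Cell growth measured by CellTiter-Glo luminescence after a minimum 48 h, 37 C compound exposure with 20 nM CPT in Tdp1-knockout DT40 cells stably expressing hTDP1, seeded 400/well; qHTS titration format.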
Numbers without * were called inactive; ? = inconclusive; . = no result given; & = joins results of further samples; [ ] = another dose, or the depositor's remark. Calls follow the shape of the dose curve; as a rule, active = well fitted curve in the direction sought with a large enough effect; inconclusive = small, poorly fitted or top-dose-only effect, or another doubt; inactive = no such curve, though single readings can be large; an effect the other way counts as inactive or inconclusive. % is scaled to controls: 0 for no effect and ±100 for the full control effect; potency is read from the fitted curve at half-maximal effect. The list is partial; the hit share may differ from the screen's.

SMILES	GCN5L2 inh	FEN1 inhibitor	TDP1 cell CPT
O=C(Nc1ccccc1C(=O)NC(Cc1c[nH]c2ccccc12)C(=O)O)c1ccco1 (stereo unspecified)	-3%	1%	2%
CC(C)(C)OC(=O)N1CC(O)CC1C(=O)OCC(=O)c1ccccc1 (stereo unspecified)	0%	-8%	-21%
Nn1c(SCC(=O)Nc2ccc(N3CCOCC3)cc2)nnc1C1CC1	-4%	-3%	-1%
CN(Cc1ccc(CNC[C@H]2O[C@@H](n3cnc4c(N)ncnc43)[C@H](O)[C@@H]2O)o1)S(C)(=O)=O	1%	15%	-7%
Cc1[nH]n(-c2ccccc2)c(=O)c1C=Nc1cccc2cccnc12	-9%	?	0.65µM*
O=C1/C(=C/c2cccnc2)SC(=S)N1C1CCS(=O)(=O)C1 (stereo unspecified)	14%	-1%	10µM*
C[C@@H]1COC(=O)[C@@H](CC(=O)OC(C)(C)C)C/C=C\C[C@@H](CC(=O)N[C@@H](CO)Cc2ccccc2)C(=O)N1	1%	4%	?
COc1ccnc2c1c(=O)n(Cc1ccc(F)cc1)c(=O)n2C	-12%	0%	-16%
CC(C)(C)NC(=O)CN(Cc1cccs1)C(=O)c1csnn1	8%	-7%	-4%
Clc1ccccc1Sc1ccc(-c2ccccn2)s1	-7%	-18%	18%
CCCN(C(=O)c1cc2c(s1)-c1ccccc1OC2)c1ccc(C(C)C)cc1	-7%	?	.
Cc1ccc(C)c(NC(=O)CCc2c(C)n(C)c3cc(-c4ccccc4C)nn3c2=O)c1	-10%	19%	21µM*
CCN(CC)S(=O)(=O)c1ccc2c(c1)N(CC(=O)Nc1ccc(Cl)cc1)C(=O)C1CCCN21 (stereo unspecified)	-27%	7%	?
Cc1noc(C)c1NC(=O)Nc1ccc2c(c1)C(=O)N([C@H](C)CO)C[C@H](C)[C@@H](CN(C)C(=O)NC(C)C)O2	0%	0%	-3%
CCOc1ccc2c(c1)c(=O)c(S(=O)(=O)c1ccc(CC)cc1)cn2C	-4%	19%	-16%
O=C(c1cccnc1)C1CCCN(Cc2nc(Cc3ccccc3)no2)C1 (stereo unspecified)	0%	1%	2%
O=C(COC(=O)CCCSc1nc2ccccc2[nH]1)Nc1cccc(F)c1	-11%	-7%	10%
O=C1N(c2ccc3c(c2)OCCO3)C(c2ccccc2)C1(F)F (stereo unspecified)	-11%	-13%	15%
CCOC(=O)C(O)(CC(=O)c1ccc(Cl)cc1)C(=O)OCC	-4%	9%	6%
CCc1ncc(C)[nH]1	0%	-5%	22%
Clc1ccc(-c2noc(CSc3nnc(Cc4cccs4)n3-c3ccccc3)n2)cc1	-7%	7%	?
O=C(C[n+]1cc(-c2ccccc2)n2c1CCC2)N1c2ccccc2Sc2ccccc21	-5%	-5%	5.2µM*
CC1=CC(=O)[C@@H]2C[C@H]1C2(C)C	-7%	.	5%
CN1CCN(c2ccccc2NC(=O)c2ccc(-c3cccc([N+](=O)[O-])c3)o2)CC1	-4%	?	?
Cc1ccc(S(=O)(=O)CCC(=O)OCc2ccc(Cl)c(Cl)c2)cc1	6%	-5%	-10%

Further entries follow:
SMILES	GCN5L2 inh	FEN1 inhibitor	TDP1 cell CPT
C=CCN(CC(=O)NCc1ccccc1)C(=O)c1csnn1	-4%	-2%	-7%
O=C(Nc1ccc([N+](=O)[O-])cn1)c1cccnc1	-24%	4%	1%
COC(=O)c1c(C)n(-c2ccc(C)cc2)c2ccc(O)cc12	-6%	15%	35µM*
CC(C)c1ccc(/C=C(\c2nc3ccccc3[nH]2)S(=O)(=O)c2ccccc2)cc1	-25%	-6%	4.6µM*
O=C(NCc1ccc(F)cc1)c1cc(S(=O)(=O)N2CCOCC2)ccc1F	-2%	-13%	-2%
COc1cc(Cl)c(C)cc1NC(=O)c1ccc(S(C)(=O)=O)cc1	-2%	-16%	-3%
COc1ccc(C2/C=C\CC(NC(=O)OCC3c4ccccc4-c4ccccc43)CC(=O)N2Cc2ccccc2F)cc1 (stereo unspecified)	-17%&14%	?	?
Cc1cccc(N2CCN(C(=O)CCc3c(C)nc4c(c3C)c(=O)n(C)c(=O)n4C)CC2)c1C	-5%	-8%	-12%
C/C(=N\NS(=O)(=O)c1ccc([N+](=O)[O-])cc1)c1ccc2c(c1)OCO2	-22%	-11%	-16%
COc1ccccc1CNC(=O)C1CCN(S(=O)(=O)c2ccc3[nH]c(=O)ccc3c2)CC1	-6%	17%	-8%
CCOc1ccc2c(c1)c(=O)c(C(=O)c1ccccc1)cn2Cc1ccccc1F	-1%	-21%	?
O=C(Nc1cccc(S(=O)(=O)NC2=NCCC2)c1)c1ccc(C(F)(F)F)cc1	-6%	2%	?
Cc1ccc(N(CC(=O)NC(C)C)C(=O)CCC(=O)Nc2nccs2)c(C)c1	0%	22%	0%
Cc1cccc(NC(=S)NNC(=O)CCn2cc(C)cn2)c1	0%	-13%	3%
CCCCn1c(CN2CCOCC2)nc2c1c(=O)n(C)c(=O)n2C	-25%	-1%	-7%
COc1ccc(CNC(=O)C2(CC3CC(c4ccccc4)=NO3)CCN(C(=O)c3cccc(O)c3)CC2)cc1 (stereo unspecified)	.	8%	?
COC(=O)C1=C(O)/C(=C\c2ccc(O)c(OC)c2)N=C1C	-3%	?	-27%
C/C(=N\NC(=O)c1ccn[nH]1)c1cn(C)nc1C	-2%	4%	10%
O=C(c1ccco1)N1CCC2(CC1)CCN(c1ccc(-c3ccccc3)cc1)CC2	2%	.	9%
COc1ccc(Cl)cc1NC(=O)CN(c1ccccc1)S(=O)(=O)N(C)C	.	1%	29µM*
COc1ccc(N(CC(=O)Nc2cc(OC)c(OC)cc2C(=O)O)S(=O)(=O)c2c(C)noc2C)cc1	-18%	15%	3%
CC1=C(C(=O)Nc2ccc(C)cc2C)C(c2ccccc2F)n2nc(SCC(=O)c3ccc(C)cc3)nc2N1 (stereo unspecified)	-10%	11%	18µM*
N#CC1(NC(=O)CSc2nnc3n2CCCCC3)CCCCC1	0%	1%	15%
COc1ccccc1NC(=O)CS(=O)(=O)c1cn(CC(=O)N2CCOCC2)c2ccccc12	-7%	-11%	-7%
CC(=O)c1cccc(Nc2ccc3cc(S(=O)(=O)N4CCC(C)CC4)ccc3n2)c1	-2%	4%	18µM*

Next part:
SMILES	GCN5L2 inh	FEN1 inhibitor	TDP1 cell CPT
NS(=O)(=O)c1ccc(CCNC(=O)Nc2ccc(Cl)cc2)cc1	0%	0%	-5%
CCOC(=O)c1ccc(N2C(=O)C(O)=C(C(C)=O)C2c2ccc(O)c(OC)c2)cc1 (stereo unspecified)	-25%	-10%	6%
COC(=O)c1c(NC(=O)CN(c2ccccc2)S(C)(=O)=O)sc2c1CCCC2	-8%	-12%	?
CCC(C)NC(=O)C1CCN(S(=O)(=O)c2ccc3c(c2)CCCN3C(C)=O)CC1 (stereo unspecified)	1%	-4%	-6%
Cc1ccc(SCCc2ccc(C)nc2)cc1	3%	10%	-3%
COc1ccccc1/C=C/C(=O)NCC(=O)N/N=C/c1ccc(C)o1	-14%	1%	12%
C=C1C=C(C(F)F)n2ncc(C(=O)N3CCN(c4ccccn4)CC3)c2N1	.	-18%	-2%
COCCNC(=O)Cc1ccc(NC(=O)N2CCCCc3ccccc32)cc1	11%	-6%	0%
O=C(Nc1ccc(N2CCOCC2)nc1)c1cccs1	-4%	-1%	-25%
CCc1nn2c(=O)cc(COC(=O)c3ccccc3NC(=O)c3ccc(C(C)(C)C)cc3)nc2s1	-1%	-3%	4%
COC(=O)c1c(NC(=O)CC2SCC(C(=O)OC)NC2=O)sc2c1CCCC2 (stereo unspecified)	-6%	-8%	-5%
COc1ccccc1NS(=O)(=O)c1cc(NC(=O)c2cccs2)ccc1N1CCOCC1	?	-2%	7.3µM*
Cc1ccc(NC(=O)COc2ccc(/C(N)=N/O)cc2)cc1C	2%	-2%	-7%
CCOC(=O)c1cc(-c2ccc(OC)cc2)n(CCC(=O)Nc2cccc(C)c2C)c1C	-12%	19%	-29%
N#Cc1cccc(NC(=O)N2CC[C@@]3(CCCN(C(=O)c4ccco4)C3)C2)c1	16%	.	4%
CC1CCCC(C)N1/N=C/c1ccc(Cl)cc1 (stereo unspecified)	-2%	-11%	?
Cc1ccc(-c2cn3c(=O)cc(C)[nH]c3n2)cc1	-5%	-8%	?
O=C(CCCC(=O)OCC(F)(F)C(F)F)Nc1ccccc1F	-8%	3%	1%
O=C(NCCCN1CCOCC1)C(c1ccccc1)c1ccccc1	-6%	-2%	0%
CC(=O)c1ccc(-n2c(C)ccc2-c2ccccc2)cc1	-5%	-15%	-2%
Cc1cnc(NC(=O)CSc2c(Cl)cccc2Cl)s1	-6%	-8%	15µM*
CCn1cc(C(=O)N2CCOCC2)c(=O)c2cc(S(=O)(=O)N(C)C)ccc21	-9%	-15%	-4%
O=c1[nH]c(Cc2ccc(Cl)cc2)nc2ccccc12	-10%	-3%	32%[activator]
C=CCNc1oc(COc2ccc(C)cc2)nc1C#N	-6%	3%	-6%
COc1cc(CNCc2ccc(OC)c(OC)c2OC)cc(OC)c1	-8%	4%	18µM*

Next structures follow:
SMILES	GCN5L2 inh	FEN1 inhibitor	TDP1 cell CPT
O=C(NC(=S)NCCCN1CCOCC1)c1ccc([N+](=O)[O-])cc1	0%	1%	2%
CCOC(=O)c1c(-c2ccccc2)oc2ccc(NS(=O)(=O)c3cc(C)c(C)cc3C)cc12	-6%	-24%	18µM*
CCn1ccc(C(=O)NCc2ccc3c(c2)OCO3)n1	-12%	-6%	4%
CCOc1ccc(-n2c(=O)c3c4c(sc3n(Cc3cc(=O)n5cc(Cl)ccc5n3)c2=O)CCC4)cc1	3%	-9%	-15%
Cn1c(SCc2ccccc2[N+](=O)[O-])nnc1-c1cccnc1	0%	10%	-14%
O=C(NCC1CCCO1)c1csc2c1CCCCC2 (stereo unspecified)	-5%	0%	-26%
COc1ccc(C(C)(C)C)cc1NC(=O)COC(=O)c1cnc(C)cn1	3%	16%	-8%
Cc1cc(N2C(=O)C3C4C=CC(C4)C3C2=O)ccc1NC(=O)c1cccs1 (stereo unspecified)	-12%	0%	-26%
Cc1onc(-c2ccccc2Cl)c1C(=O)Nc1c(C)n(C)n(-c2ccccc2)c1=O	7%	10%	-13%
O=C(NCCCN1CCOCC1)c1cc2ccccc2o1	-4%	-1%	3%
CCn1c(O)c(/C=N/N=C2CCCCC2)c2cc(C3=NNC(=O)CC3)ccc21	-14%	0%	8.2µM*
COc1cc(C(=O)CSc2nccn2C)cc(OC)c1OC	1%	-2%	19%
CCCCSc1ncnc2c1c(-c1ccccc1)cn2-c1cccc(F)c1	-1%	1%	-10%
CC(=O)N1c2ccc(S(=O)(=O)N(C)c3cc(C)ccc3C)cc2CC1C (stereo unspecified)	24%	-13%	?
CCc1cccc(-n2c(=O)c3cccnc3n2CC(=O)NCc2ccccc2)c1	-3%	-18%	?

Grouped by structure, the entries above containing a thiophene ring, fused or not
SMILES	GCN5L2 inh	FEN1 inhibitor	TDP1 cell CPT
CC(C)(C)NC(=O)CN(Cc1cccs1)C(=O)c1csnn1	8%	-7%	-4%
Clc1ccccc1Sc1ccc(-c2ccccn2)s1	-7%	-18%	18%
CCCN(C(=O)c1cc2c(s1)-c1ccccc1OC2)c1ccc(C(C)C)cc1	-7%	?	.
Clc1ccc(-c2noc(CSc3nnc(Cc4cccs4)n3-c3ccccc3)n2)cc1	-7%	7%	?
COC(=O)c1c(NC(=O)CN(c2ccccc2)S(C)(=O)=O)sc2c1CCCC2	-8%	-12%	?
O=C(Nc1ccc(N2CCOCC2)nc1)c1cccs1	-4%	-1%	-25%
COC(=O)c1c(NC(=O)CC2SCC(C(=O)OC)NC2=O)sc2c1CCCC2 (stereo unspecified)	-6%	-8%	-5%
COc1ccccc1NS(=O)(=O)c1cc(NC(=O)c2cccs2)ccc1N1CCOCC1	?	-2%	7.3µM*
CCOc1ccc(-n2c(=O)c3c4c(sc3n(Cc3cc(=O)n5cc(Cl)ccc5n3)c2=O)CCC4)cc1	3%	-9%	-15%
O=C(NCC1CCCO1)c1csc2c1CCCCC2 (stereo unspecified)	-5%	0%	-26%
Cc1cc(N2C(=O)C3C4C=CC(C4)C3C2=O)ccc1NC(=O)c1cccs1 (stereo unspecified)	-12%	0%	-26%

Assay outcomes from PubChem BioAssay.
